DAT uptake mod: human DAT dopamine uptake with cocaine, either direction | 110,000 compounds, 1.3% hits | Q01959 | B-score at 10 µM | LLC-PK1 hDAT cells, [14C]-dopamine uptake with cocaine IC80; actives deviate in either direction;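 active = Z score or B-score, a plate-position-corrected score, falls beyond the plate's 99.7% confidence bounds, in either direction; inactive = both scores lie inside the 99.7% bounds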;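 also: scored against the spread of the other compound wells on the same plate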
Target sequence (Q01959 whole entry, looked up): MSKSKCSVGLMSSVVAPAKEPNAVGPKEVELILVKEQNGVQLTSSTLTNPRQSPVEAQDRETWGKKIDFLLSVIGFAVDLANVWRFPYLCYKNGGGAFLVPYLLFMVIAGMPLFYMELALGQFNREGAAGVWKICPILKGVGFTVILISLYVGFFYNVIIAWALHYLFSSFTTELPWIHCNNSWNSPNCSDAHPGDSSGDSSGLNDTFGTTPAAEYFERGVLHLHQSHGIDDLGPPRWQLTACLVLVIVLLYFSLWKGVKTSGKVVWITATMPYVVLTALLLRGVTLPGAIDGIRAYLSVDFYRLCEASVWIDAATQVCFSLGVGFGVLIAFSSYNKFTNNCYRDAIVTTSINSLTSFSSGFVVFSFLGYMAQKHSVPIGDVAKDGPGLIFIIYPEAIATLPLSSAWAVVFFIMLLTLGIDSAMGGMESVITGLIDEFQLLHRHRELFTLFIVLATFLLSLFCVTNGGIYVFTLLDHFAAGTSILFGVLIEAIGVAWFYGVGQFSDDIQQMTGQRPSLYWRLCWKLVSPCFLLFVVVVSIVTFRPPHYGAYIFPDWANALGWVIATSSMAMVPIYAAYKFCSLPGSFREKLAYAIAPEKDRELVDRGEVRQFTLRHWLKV
PTK2B oligo ant: antagonists of human Pyk2 oligomerization; z-score (the deposit names both 25 µM and 10 µM); Q293 cells, Pyk2 FERM NanoBiT luminescence; stronger effect = lower value; 99,000 compounds, 0.83% hits; AID 1347419;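 active = Z-score of -3 or lower, scaled per plate to the spread of control and sample wells; inactive = z-score above -3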;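 also: negative z-score means lost luminescence so less FERM oligomerization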
E coli WT exp: blocks growth of wild type E. coli BW25113. OD600 absorbance. growth inhibition, % at 100 µM. 98,000 compounds, 0.15% hits;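 active = growth inhibition above about 50% at one test dose, limit read from the data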;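 also: growth measured after 20 h incubation at 37 °C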
CYP2C9 act: CYP2C9 (human) activation; 96,000 compounds, 1.4% hits; recombinant CYP2C9, luciferin-H conversion, luminescence; stronger effect = higher value; factor 1 = untreated enzyme, 0 = blocked; activation factor at 5 µM; AID 1024; P11712;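 active = activation factor of 2 or more for CYP2C9 at a 5 µM dose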;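 also: 0 = sulfaphenazole-blocked wells and 1 = vehicle-only wells; values of inactives mirror those of a sister screen read the other way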
Target sequence (P11712 whole entry, looked up): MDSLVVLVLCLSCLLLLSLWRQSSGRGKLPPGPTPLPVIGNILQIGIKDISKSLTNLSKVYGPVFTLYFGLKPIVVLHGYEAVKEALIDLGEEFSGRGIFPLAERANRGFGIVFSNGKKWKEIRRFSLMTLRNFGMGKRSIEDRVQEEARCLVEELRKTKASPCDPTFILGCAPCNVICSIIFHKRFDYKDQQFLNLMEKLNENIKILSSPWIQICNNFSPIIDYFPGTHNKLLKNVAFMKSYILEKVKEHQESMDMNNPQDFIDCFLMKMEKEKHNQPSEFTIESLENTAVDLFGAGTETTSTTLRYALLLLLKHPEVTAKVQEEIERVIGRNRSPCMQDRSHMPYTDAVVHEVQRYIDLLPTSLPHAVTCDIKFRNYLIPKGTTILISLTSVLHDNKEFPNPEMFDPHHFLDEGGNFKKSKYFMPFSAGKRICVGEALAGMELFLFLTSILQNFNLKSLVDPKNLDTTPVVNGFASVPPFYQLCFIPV
PostGolgi ctrl: inhibits growth of the yeast control strain; efflux-deficient yeast background strain, growth absorbance A615, 16 h; inhibition, % at 10 µM; 98,000 compounds, 5% hits; AID 738
PTPN22 inh 2: inhibitors of human LYP (PTPN22) phosphatase; AID 640; 96,000 compounds, 0.21% hits; inhibition, % at 2 µM; recombinant LYP catalytic domain, DiFMUP fluorescence;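 active = inhibition at 2 µM at or above a set limit, the screen mean plus 3 SD, cut at about 24% in these data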;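 also: 0% = DMSO with enzyme and 100% = enzyme fully blocked by orthovanadate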
LYP act: LYP (human) phosphatase activation. Q9Y2R2. recombinant LYP, DiFMUP fluorescence; 0 = plate median, 100 = signal doubled. activation, % at 2 µM. 96,000 compounds, 0.11% hits. AID 697;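 active = activation at 2 µM above a set limit, the mean plus 5 SD, cut at about 37% in these data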
PostGolgi yeast: growth inhibition of a yeast mutant, post-Golgi transport screen. post-Golgi transport phenotypic cell assay. 98,000 compounds, 0.9% hits. inhibition, % at 10 µM;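 also: yeast cells grown in 1536-well plates; yeast grown about 18 h at 30C before absorbance read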
CYP2C9 inh: inhibitors of human CYP2C9 | P11712 | CYP2C9 Supersomes, luciferin-H conversion, luminescence | inhibition, % at 5 µM | 96,000 compounds, 20% hits | AID 777;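 active = blocking of liver enzyme CYP2C9 beyond about 50% at 5 µM, limit read from the data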; also: values of inactives mirror those of a sister screen read the other way
An asterisk follows results filed as active; nt = no result given. Rule as the data show it, unless noted: active = inhibition above about 30%; inactive = the rest.

SMILES	DAT uptake mod	PTK2B oligo ant	E coli WT exp	CYP2C9 act	PostGolgi ctrl	PTPN22 inh 2	LYP act	PostGolgi yeast	CYP2C9 inh
Cc1ccc(-c2nc3ccccc3o2)cc1NC(=O)c1ccc2c(c1)OCO2	0.1	-0.28	3	0.3	3	-2	-3	2	70*
C#CCN1C(=O)C2C(C(=O)NC)C3C=CC2(O3)C1C(=O)NCc1ccc(OC)cc1 (centres undefined)	-0.5	-0.15	4	0.7	14	3	-6	6	27
CCOC(=O)C1CCN(C(=O)c2ccco2)CC1	-0.15	1	7	0.8	-2	0	0	11	24
CCOC(=O)c1nn(-c2ccccc2)c(C)c1C(C)=O	-0.48	0.96	-4	0.8	5	8	-9	-5	17
O=C/C(=C\Nc1ccccn1)c1nc2ccccc2o1	0.83	0.47	nt	nt	nt	0	0	nt	nt
CCOC(=O)N1CCC(NC(=O)CCC(=O)N2CCOc3ccccc32)CC1	0.051	-1	4	1	3	-1	-2	14	4
CC(C)Sc1nc(N2CCOCC2)c2c3c(sc2n1)COC(C)(C)C3	0.074	-0.09	-8	0.4	43*	0	5	-3	58*
CC(O)CN(Cc1ccc(Cl)cc1)CC(C)O (centres undefined)	-2.1	-0.37	5	1	10	-7	7	-2	-3
O=C(Nc1ccccc1)OCC1CCCN2CCCCC12 (centres undefined)	0.076	1.8	2	1.4	5	0	1	7	-39
CC(=O)c1ccc(Oc2cc(C)nc(-n3nc(C)cc3C)n2)cc1	0.046	2.1	2	1.1	2	-6	2	-3	-5
COc1ccc(C2C(C#N)=C(N)OC3=C2C(=O)CCC3)c(OC)c1OC (centres undefined)	-0.051	1.3	4	0.8	2	-7	7	-5	22
CCCCNC(=O)c1ccccc1NS(=O)(=O)c1ccc2c(c1)OCCO2	0.39	-0.6	-1	1.1	24	-7	5	3	-14
O=c1[nH]c(CCl)nc2cc(-c3ccc(Cl)cc3)sc12	0.79	0.19	-9	0.8	7	6	-5	-4	18
N#Cc1cc(S(=O)(=O)c2ccccc2)c(N)[nH]c1=O	-0.029	-0.49	3	0.6	-5	-12	13	0	40
COC(=O)/C(=C/c1c[nH]c2ccccc12)[N+](=O)[O-]	0.42	0.02	-1	1.2	-5	0	2	-2	-16
CC1(C)CC(=O)C(C=NCCN2CCN(C(=O)C34CC5CC(CC(C5)C3)C4)CC2)=C(O)C1	-0.73	0.13	nt	1	nt	nt	nt	nt	4
COC(=O)C1=C(C(=O)OC)SC2(S1)C(C(=O)OC)=C(C(=O)OC)SC1=C2c2cccc(C)c2NC1(C)C	-0.074	-0.56	-1	0.1	0	5	-2	-13	88*
O=C(Cc1c(O)c2ccccc2[nH]c1=O)N(Cc1ccccc1)Cc1ccccc1	-0.34	-1.7	-6	0.8	14	-2	5	36*	15
O=c1c2ccccc2nnn1CSc1nnc(-c2ccco2)o1	0.99	1.8	2	0.6	-2	nt	nt	-2	39
CCOC(=O)c1c2n(c3ccc(O)cc13)CCC2	-0.67	-0.12	nt	nt	nt	-2	5	nt	nt
CCOc1ccc(N(CC(=O)NC(C)CC)S(=O)(=O)c2c(C)noc2C)cc1 (centres undefined)	1.1	nt	-1	0.7	10	nt	nt	14	28
COc1cc(C(=O)NCc2ccc3c(c2)OCO3)ccc1OCc1c(C)noc1C	-0.52	0.87	1	0.6	11	-10	8	0	38
O=C(CN(Cc1ccco1)C(=O)CNS(=O)(=O)c1ccc(F)cc1)NCc1ccc(F)cc1	-0.013	0.08	-1	1	5	0	-3	-5	-3
CCN(CC)c1nc2ccccc2c(N)c1-c1ccccc1	-0.12	-0.87	11	0.6	-5	4	-2	-6	36
O=C(Cn1c(C(F)(F)F)nc2ccccc21)c1ccccc1	0.037	0.05	-1	0.6	9	10	-8	-6	39
SMILES	DAT uptake mod	PTK2B oligo ant	E coli WT exp	CYP2C9 act	PostGolgi ctrl	PTPN22 inh 2	LYP act	PostGolgi yeast	CYP2C9 inh
CCOC(=O)Cc1csc(NC(=O)CSc2ncnc3c2cnn3-c2ccccc2Cl)n1	1	-2.3	-12	0.1	5	0	-2	-7	90*
N#Cc1sc2nc(-c3cccs3)cc(-c3ccc(Cl)cc3)c2c1N	0.65	-0.79	-8	0.8	1	10	-6	9	17
CCn1ncc(C(=O)Nc2ccc(S(=O)(=O)N3CCCC3)cc2)c1C	1	-1.1	13	0.9	3	6	-9	-3	15
CCCNC(=O)c1ccc(-c2nc3ccccc3s2)s1	nt	-0.54	3	1	2	-6	6	1	-3
CCCCc1nc(NCCN)c(C#N)c2c1CSC(C)(C)C2	-0.18	-0.6	33	0.5	14	1	2	4	54*
CC1CN(C(=O)Cn2cnc3c2c(=O)n(C)c(=O)n3C)CC(C)O1 (centres undefined)	2.5	-0.38	-5	0.9	13	1	-3	3	7
O=C1CCCC2=C1C1(CCCCC1)N=C(Nc1nc3ccccc3s1)N2	-0.18	-0.06	-19	1.2	33*	-10	6	2	-16
Cc1csc(NC(=O)CSc2nnc(C)s2)n1	-0.45	-0.53	12	1.1	1	nt	nt	-1	-6
Nc1cc(N)nc(SCc2cc(=O)oc3cc4c(cc23)CCC4)n1	1.3	-1.6	5	1.3	1	0	-2	-6	-27
O=C(Cc1cccs1)N(Cc1ccco1)C1(C(=O)NC2CCCC2)CCCCC1	0.069	-1.7	3	0.4	26	nt	nt	10	60*
c1ccc2[nH]c(CN3CCCCC3)nc2c1	-0.53	0.33	-2	0.9	26	11	-10	-6	12
O=P(O)(CCc1ccccc1)CN1CCCCC1	-1	0.37	-1	1.2	-4	-1	5	2	-18
NC(=O)C1CCN(C(=O)Cn2cccc2C(=O)c2ccccc2)CC1	-0.64	0.1	-8	1	1	-5	4	7	1
Cc1cc(=O)n2nc(N3CCCC(C(=O)N4CCc5ccccc54)C3)sc2n1 (centres undefined)	-0.027	0.24	2	0.4	9	-9	6	-15	58*
CC(=O)c1cccc(NC(=O)COc2ccccc2)c1	-0.58	1.6	6	0.4	16	3	-7	5	57*
CCCCn1c(O)c(C(CC)=Nc2ccc3c(c2)CCC3)c(=O)[nH]c1=O	-0.55	-0.83	5	1	8	3	-4	21	4
CCOC(=O)c1c(C)c(C(=O)N2CCc3ccccc3C2)c(C)n1CC	2.5*	0.22	3	0.6	15	3	-6	8	45
Cc1ccc(N2C(=O)[C@@H]3[C@H](C2=O)C2c4ccccc4C=CN2[C@@H]3C(=O)c2ccco2)cc1 (some centres undefined)	1.1	-0.62	-1	0.7	14	13	-14	2	34
COc1ccccc1C(=O)NCC(c1cccnc1)N(C)C (centres undefined)	0.047	-0.48	nt	0.5	nt	11	-8	nt	50*
CC1(C)SC2c3ccccc3C(=O)N2[C@@H]1C(=O)NCCCN1CCOCC1 (some centres undefined)	0.28	0.76	2	1.1	24	-4	3	5	-11
COc1ccc(NC(=O)O/N=C2/CCCc3ccc(OC)cc32)cc1	1.4	0.25	-6	0.4	28	8	-3	1	62*
CCOC(=O)N1CCN(S(=O)(=O)c2ccc(F)cc2)CC1	0.35	-0.98	2	0.9	1	-2	0	-9	15
COc1cccc(CNn2c(-c3cccc(C)c3)nc3ccccc3c2=O)c1O	1.7	-0.27	-3	0.6	47*	-14	16	-1	44
CC(C(=O)N1CCN(C)CC1)N1C(=O)c2ccccc2C1=O (centres undefined)	0.0084	-0.13	6	1.2	26	-4	4	6	-22
CCCCNS(=O)(=O)c1ccc2nc(SCC(=O)N3CC(C)OC(C)C3)[nH]c2c1 (centres undefined)	-0.024	0.31	6	0.4	14	-1	2	15	55*
SMILES	DAT uptake mod	PTK2B oligo ant	E coli WT exp	CYP2C9 act	PostGolgi ctrl	PTPN22 inh 2	LYP act	PostGolgi yeast	CYP2C9 inh
CCCc1[nH]nc2c1C1(CCOC1C)C(C#N)=C(N)O2 (centres undefined)	-0.86	0.06	-2	0.9	9	0	-2	-10	7
CCn1c(=O)n(CCc2ccccc2)c(=O)c2c3c(sc21)CCCC3	0.12	-0.26	-7	1.1	9	12	-12	-16	-9
O=C1CC(C(=O)N2CCN(c3ccc(F)cc3)CC2)CN1CCc1ccccc1 (centres undefined)	0.087	nt	4	1.8	7	-14	10	1	-84
COc1ccc(OC)c(CCNC(=O)CS(=O)(=O)Cc2nc(-c3ccc(C)cc3)oc2C)c1	-1.5	0.41	-11	0.3	12	2	-3	10	66*
CN(Cc1ccccc1)C(=O)[C@H]1CCC(=O)N1Cc1ccco1	-0.83	0.43	8	0.8	-1	-6	7	-1	25
COc1ccc(CC(=O)Nc2ccc(S(=O)(=O)NCC3CCCO3)cc2)cc1 (centres undefined)	0.018	1	5	0.8	10	-22	22	-2	18
Cc1cc(C)c(NC(=O)/C=C\C(=O)O)c([N+](=O)[O-])c1	-0.19	0.32	2	1	-8	2	-6	-3	4
COc1ccc(-c2nn[nH]n2)cc1OC	-0.64	0.37	7	0.9	-4	10	-9	-3	11
O=C(OCc1ccccc1F)c1ccc2c(c1)-c1ccccc1C2=O	-0.018	-0.61	-9	1	7	-8	11	-4	0
Cc1[nH]c(=O)[nH]c(=O)c1S(=O)(=O)Nc1ccc(Oc2ccccc2)cc1	-0.25	0.32	7	0	5	-6	1	7	96*
CCOc1cc(N2CCOCC2)c(OCC)cc1NC(=O)CCC1CCCC1	0.5	0.43	-1	1.2	11	-1	0	0	-25
CN1C(=O)CC(Sc2ncccc2C(=O)O)C1=O (centres undefined)	-0.31	0.55	-1	0.9	10	5	-8	5	11
N#Cc1ccccc1Cn1c(=O)n(C2CCCC2)c(=O)c2ccccc21	0.19	-1.2	-10	0	30*	-14	13	5	96*
CC(C)C(=O)N1CCN(c2ccc(NC(=O)c3ccc4c(c3)OCCO4)cc2Cl)CC1	0.29	-3.6*	-8	0.7	1	5	-3	2	35
COc1cccc(-c2nc(CS(=O)CC(=O)NCc3ccc4c(c3)OCO4)c(C)o2)c1 (centres undefined)	0.52	nt	-10	0.2	4	nt	nt	3	76*
CCOC(=O)C1C(=O)Oc2ccc3ccccc3c2C1C1CCOC1=O (centres undefined)	0.099	nt	-2	1.8	2	nt	nt	-5	-81
CCn1c(Cc2ccccc2)nnc1SCC(=O)Nc1ccc(N)cc1	0.48	1.1	5	0.9	1	9	-7	3	6
COc1ccc2[nH]cc(CCNC(=O)C3CCCNC3=O)c2c1 (centres undefined)	-1	nt	7	1	0	-1	0	-4	3
CC(C)NC(=O)c1ccc(CS(=O)(=O)c2ccc(Br)cc2)o1	0.69	nt	-1	0.5	3	-3	0	-8	46
O=C(c1ccccc1)N1CCN(C2C3CC4CC(C3)CC2C4)CC1 (centres undefined)	0.35	-0.1	8	1	5	0	-4	-5	1
Cc1ccc(CNC(=O)C23CN(Cc4ccccc4)CC2C(c2cccc([N+](=O)[O-])c2)=NO3)cc1 (centres undefined)	0.72	nt	-12	0.4	-1	-2	-1	-2	61*

Exported with two lines to a compound: part of the list above.
Results follow in this order: DAT uptake mod, PTK2B oligo ant, E coli WT exp, CYP2C9 act, PostGolgi ctrl, PTPN22 inh 2, LYP act, PostGolgi yeast, CYP2C9 inh
COC(=O)C1=C(C(=O)OC)SC2(S1)C(C(=O)OC)=C(C(=O)OC)SC1=C2c2cccc(C)c2NC1(C)C
    -0.074, -0.56, -1, 0.1, 0, 5, -2, -13, 88*
CC(O)CN(Cc1ccc(Cl)cc1)CC(C)O (centres undefined)
    -2.1, -0.37, 5, 1, 10, -7, 7, -2, -3
Cc1csc(NC(=O)CSc2nnc(C)s2)n1
    -0.45, -0.53, 12, 1.1, 1, nt, nt, -1, -6
CCOC(=O)c1nn(-c2ccccc2)c(C)c1C(C)=O
    -0.48, 0.96, -4, 0.8, 5, 8, -9, -5, 17
O=C(OCc1ccccc1F)c1ccc2c(c1)-c1ccccc1C2=O
    -0.018, -0.61, -9, 1, 7, -8, 11, -4, 0

Shown with values under each structure: entries from further up
Under each structure: DAT uptake mod, PTK2B oligo ant, E coli WT exp, CYP2C9 act, PostGolgi ctrl, PTPN22 inh 2, LYP act, PostGolgi yeast, CYP2C9 inh
> CN(Cc1ccccc1)C(=O)[C@H]1CCC(=O)N1Cc1ccco1
→ -0.83, 0.43, 8, 0.8, -1, -6, 7, -1, 25
> COc1ccc(CC(=O)Nc2ccc(S(=O)(=O)NCC3CCCO3)cc2)cc1 (centres undefined)
→ 0.018, 1, 5, 0.8, 10, -22, 22, -2, 18
